Bioassay records (PubChem BioAssay)
Sm TGR inh: qHTS Assay for the Inhibitors of Schistosoma Mansoni Peroxiredoxins. Schistosoma mansoni thioredoxin glutathione reductase (TGR), Q962Y6. purified TGR, DTNB reduction, TNB absorbance 405 nm. Potency, µM (doses to about 114 µM), without a hit: top-dose activity change, negative = inhibition, hits mostly inhibitors. AID 485364, 2010. hit rate 3% among 360,000; note: potency is the fitted concentration of half-maximal effect; nearly all actives have a fitted effect of over 60% in size
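TGR 20 nM + NADPH 100 uM (dispensed conc.), cpd preinc 15 min RT; start with NADPH (500 uM addition) then DTNB (15 mM addition). Kinetic TNB absorbance, 405 nm filter. Four-parameter Hill fit across titration.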
HCMV antiviral: qHTS Assay for inhibitors of the human cytomegalovirus (HCMV); activity change, negative = inhibition, % at 57.5 µM; hit rate 4.5% among 410,000; HFF cells, HCMV-luciferase reporter, 72 h; stronger effect = lower value; AID 1259415, 2018; in the data active = activity change below about -60%; inconclusive = no clear call, values can overlap the other calls; inactive = above about -39%
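Steps: HFFs plated, 16 h 37C; compounds added; HCMV-luciferase added to MOI 1 PFU/cell; 72 h 37C; OneGlo reagent, 5 min room temperature; luminescence read, normalized to controls.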
AmpC inh no detg: qHTS Inhibitors of AmpC Beta-Lactamase (assay without detergent); P00811; AmpC nitrocefin hydrolysis, absorbance 480 nm, 0.0001% Triton; Potency, µM (titrated, usually from 57.1 µM), inactives show at the highest dose activity change, negative = inhibition, most hits filed as inhibitors; hit rate 0.52% among 330,000; AID 485341, 2010;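 note: potency is the fitted concentration of half-maximal effect; plate controls were no compound for no effect and no enzyme for full effect; nearly all actives have a fitted effect of over 20% in size; some results filed as inactive show a strong effect at the top dose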
Target sequence (P00811 whole entry, looked up): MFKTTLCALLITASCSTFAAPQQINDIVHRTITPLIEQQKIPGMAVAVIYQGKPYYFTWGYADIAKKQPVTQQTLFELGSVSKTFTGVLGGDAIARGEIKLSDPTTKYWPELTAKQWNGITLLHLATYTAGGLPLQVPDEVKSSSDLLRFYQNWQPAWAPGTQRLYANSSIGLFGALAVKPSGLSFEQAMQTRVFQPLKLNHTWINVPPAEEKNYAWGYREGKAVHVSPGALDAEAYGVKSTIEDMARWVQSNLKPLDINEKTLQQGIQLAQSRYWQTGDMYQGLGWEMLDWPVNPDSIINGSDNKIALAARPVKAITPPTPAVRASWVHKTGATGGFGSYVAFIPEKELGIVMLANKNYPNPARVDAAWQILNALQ
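AmpC (5.3 nM in the dispensed reagent) in 20 mM phosphate pH 7.0 with 0.01% (detergent screen) or 0.0001% Triton X-100 was preincubated with compounds for 15 min at room temperature. Nitrocefin was then added from an 800 uM solution, and hydrolysis was followed at 480 nm.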
HCV inhibitor: qHTS Assay for Inhibitors of Hepatitis C Virus (HCV); hit rate 3.4% among 340,000; Potency, µM (titrated, usually from 41.8 µM), for the others: top-dose activity change, negative = inhibition, usual class: inhibitors; Huh7.5.1 HCVcc-Cre infection, luciferase reporter, 44 h; note: potency is the fitted concentration of half-maximal effect
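Cells (1,000/well) were plated 4 h before compound, then infected with HCVcc-Cre virus (~0.5 moi). After 44 h further culture, infection was read as luciferase luminescence following a 15 min substrate incubation at room temperature.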
AmpC inh detg: qHTS Inhibitors of AmpC Beta-Lactamase (assay with detergent); hit rate 0.041% among 370,000; AmpC hydrolysis of nitrocefin, absorbance 480 nm, 0.01% Triton; P00811; AID 485294, 2010; Potency, µM (top dose mostly 114 µM), for the others: at the top dose activity change, negative = inhibition, usual class: inhibitors;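 note: potency is the fitted concentration of half-maximal effect; 0% = no-compound wells and -100% = no-enzyme wells; nearly all actives have a fitted effect of over 25% in size; some results filed as inactive show a strong effect at the top dose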
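AmpC (5.3 nM in the dispensed reagent) in 20 mM phosphate pH 7.0 with 0.01% (detergent screen) or 0.0001% Triton X-100 was preincubated with compounds for 15 min at room temperature. Nitrocefin was then added from an 800 uM solution, and hydrolysis was followed at 480 nm.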
Giardia FBPA inh: qHTS Assay for Inhibitors of Fructose-1,6-bisphosphate Aldolase from Giardia Lamblia | AID 2451, 2010 | purified Giardia FBPA | hit rate 0.71% among 290,000 | Potency, µM (highest dose often 59.6 µM), inactives show at the top dose activity, negative = inhibition, hits mostly inhibitors; note: potency is the fitted concentration of half-maximal effect; nearly all actives have a fitted effect of over 55% in size
Target sequence (A8B2U2 whole entry, looked up): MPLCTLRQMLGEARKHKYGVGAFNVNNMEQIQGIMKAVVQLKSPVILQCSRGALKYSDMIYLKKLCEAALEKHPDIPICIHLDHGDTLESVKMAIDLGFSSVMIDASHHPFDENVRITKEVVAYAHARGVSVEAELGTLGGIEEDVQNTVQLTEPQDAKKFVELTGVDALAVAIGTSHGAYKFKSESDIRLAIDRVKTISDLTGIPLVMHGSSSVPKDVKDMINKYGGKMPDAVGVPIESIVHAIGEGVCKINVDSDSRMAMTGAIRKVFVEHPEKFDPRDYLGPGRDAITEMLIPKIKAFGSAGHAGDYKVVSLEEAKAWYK
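Giardia FBPA (40 nM reagent) was preincubated 10 min at RT with compound (up to 57.5 uM final), then substrate plus GAPDH/TPI/NAD/arsenate coupling system with diaphorase/resazurin was added; resorufin fluorescence (525/598 nm) was read after 20 min.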
Active calls of the source: *; u = inconclusive; x = not tested or not shown; & = joins results of further samples; [ ] = remark or other dose. Unless noted, calls come from the whole dose curve; as a rule, active = well fitted curve in the direction sought with a large enough effect; inconclusive = small, poorly fitted or top-dose-only effect, or another doubt; inactive = no such curve, though single readings can be large; an effect the other way counts as inactive or inconclusive. Unless noted, % is set by controls: 0 for no effect and ±100 for the full control effect.

Values run as follows: HCMV antiviral | AmpC inh no detg | AmpC inh detg | Giardia FBPA inh | HCV inhibitor | Sm TGR inh
CCOc1cc(C2C(C(=O)Nc3ccc(OC)cc3)=C(C)Nc3nc(SC)nn32)ccc1O (configuration not stated)
  u | x | 17.6% | x | x | -0.2%
NC(=O)CC(NC(=O)Cc1cccc2ccccc12)c1ccc(NC2CCCCCC2)c([N+](=O)[O-])c1 (configuration not stated)
  -35.8 | -23.4% | 3.0% | 2.7% | u | 0.9%
COc1ccccc1N1CCN(C(=O)CCSCc2ccccc2F)CC1
  -19.7&24.3 | 132.0%[activator] | u | -7.7% | 16.4% | -3.0%&4.7%
CCc1ccc(-n2nc3ccc(NC(=O)c4cc(Cl)c(OC)c(Cl)c4)cc3n2)cc1
  9.7 | x | -1.0% | x | x | 0.8%
O=C(/C=C/c1ccco1)Oc1ccc(C(=S)N2CCOCC2)cc1
  -21.1 | -8.3% | -14.0% | -3.7% | 9.4% | -6.7%
COc1ccc2nc(C(C)O)[nH]c2c1 (configuration not stated)
  22.1 | -12.1% | u | -18.1% | 16.6% | -1.1%
Cc1[nH]n(-c2ccc(Br)cc2)c(=O)c1/C=N/NC(=O)c1ccccc1
  -98.3* | -18.9% | 1.3% | 1.8% | u | -4.8%
CC1(C)Cc2c(c(-c3ccccc3)nc(N3CCCC3)c2C(N)=O)CO1
  6.1 | -9.4% | 1.3% | 3.5% | -13.3% | 1.1%
NS(=O)(=O)c1cccc(NC(=O)COC(=O)Cc2ccc(Cl)cc2)c1
  4.8 | -22.0% | -1.7% | 3.5% | 7.8% | 3.5%
O=C(OCC(=O)N1CCN(c2cccc(Cl)c2)CC1)c1ccco1
  -28.2 | -15.3% | -1.3% | x | 15.5% | -6.3%
N#Cc1cn(CC(=O)NCc2cccnc2)c2ccccc12
  -28.9 | -20.9% | -9.1% | -2.6% | 10.1% | 3.0%
CCOc1ccc(Cc2c(Cl)nc(SC)nc2N(C)C)cc1
  -37.1 | -34.8% | u | -0.3% | u | -5.0%
O=C(Cn1ncc2c3ccccc3n(Cc3ccc(Cl)cc3)c2c1=O)NC1CCCCCC1
  -1.4 | x | 20.8% | x | x | 9.4%
COc1ccc(-c2noc(-c3ccc(NCCc4ccccc4)c([N+](=O)[O-])c3)n2)cc1
  -0.5 | x | 2.1% | x | x | 1.7%
Cc1c(C(=O)OC2CCCCC2)[nH]c2c1C(=O)CC(C)(C)C2
  13.7 | x | 2.2% | 14.4% | -1.3% | 5.8%
NS(=O)(=O)c1ccc(N=Nc2c(O)c(C(=O)O)cc3ccccc23)cc1
  u | 22.4µM* | -10.4% | u | u | u
O=C(N/N=C/c1cccc2ccccc12)c1ccccc1Cl
  -35.6 | -52.3% | -1.6% | -28.4% | -25.3% | 11.3%
CCCC(=O)Nc1nc(-c2ccc3c(c2)CCN3S(C)(=O)=O)cs1
  -35.1 | -14.1% | u | -12.2% | 12.6µM* | -12.4%
O=C(N1CCN(c2ccc(F)cc2)CC1)C1(c2cccs2)CCOCC1
  -31.9 | 70.7%[activator] | -14.4% | 2.3% | -15.0% | -7.5%
O=C(CCc1ccc(S(=O)(=O)N2CCOCC2)cc1)NCCc1ccccn1
  80.3 | 4.8% | -6.2% | 0.6% | 11.9% | 0.0%
COc1cccc(/C=C/C(=O)NNC(=O)c2ccco2)c1OC
  33.6 | 1.2% | 7.0% | x | 5.1% | -30.4%
Cc1nc(-n2nc(C)c(CCC(C)C)c2C)sc1C(=O)Nc1cccc(Cl)c1
  4.2 | x | 12.5% | x | x | 0.4%
Cc1cc(N2C(=O)Cc3ccccc3C2=O)ccc1C(C)C
  -8.3 | -54.3% | 1.6% | -12.2% | -2.2% | -11.8%
COCCCNC(=O)Cn1c(=O)n(-c2ccc(C)cc2)c(=O)c2c1c1cc(C)ccc1n2C
  9.1 | x | 19.3% | x | x | 0.0%
CCC1=Nc2cc(C(=O)NCCN3CCOCC3)ccc2Sc2ccc(C)cc21
  -16.8 | 139.4%[activator] | 7.2% | -2.1% | u | 4.1%
Cc1ccc(Nc2c(-c3c[nH]c4ccccc34)nc3ccccn23)cc1
  55.5 | x | 4.3% | x | x | 2.3%
O=C(COC(=O)c1ccco1)Nc1ccc(Cl)cn1
  19.4 | -23.2% | x | x | 7.1% | x
CCCCNC(=O)CSc1nnc(-c2c[nH]c3ccccc23)n1CC1CCCO1 (configuration not stated)
  16.5 | 7.2% | 1.9% | -3.3% | 11.0% | -1.0%
O=C(Nc1ccc2nn(-c3ccccc3)nc2c1)c1ccc2c(c1)OCO2
  -24.1 | -13.8% | -1.3% | -1.2% | u | -0.1%
CCOC(=O)CSc1nc2ccccc2c(=O)n1CC1CCCO1 (configuration not stated)
  8.9 | 7.6% | u | 3.2% | 8.91µM* | 0.0%
Cc1cccc2cc(CN(CC3CCCO3)C(=O)c3cnccn3)c(=O)[nH]c12 (configuration not stated)
  -11.8 | 1.6% | -7.7% | 2.8% | 0.4% | -23.9%
CCN(Cc1ccccc1)C(=O)C1CCN(CC2CC=CCC2)CC1 (configuration not stated)
  -25.6 | -8.1% | -5.7% | -25.9% | -5.3% | -0.9%
COC(=O)CN1C(=S)N(C)C(=O)/C1=C/c1cccs1
  -16.2 | -7.3% | 7.8% | -5.4% | -4.3% | x
O=C(CN1C(=O)NC2(CCCCCCC2)C1=O)NCc1ccc(Cl)cc1
  5.2 | -0.3% | x | x | -8.4% | x
CC(/C=C/c1ccco1)=N\NC(=O)c1cc(C)[nH]n1
  0.0 | 32.3% | u | u | -5.2% | 28.2µM*
COc1ccc(/C(N)=N/OC(=O)C2CCC(=O)N2S(=O)(=O)c2ccc(C)cc2)cc1 (configuration not stated)
  21.4 | -10.3% | 5.5% | 0.3% | 0.3% | 1.5%
NC(=O)NC(CC(=O)NNC(=O)c1ccccn1)c1ccccc1Cl (configuration not stated)
  0.0 | -20.2% | -2.8% | x | 25.6% | 1.2%
OC(CCN1CCC2(CC1)OCCO2)C(F)(F)F (configuration not stated)
  u | -17.0% | -10.3% | 6.5% | 11.6% | 6.4%
C/C(Cn1nc([N+](=O)[O-])cc1C)=N\NC(=O)c1ccc(C(C)(C)C)cc1
  25.4 | -13.0% | 1.6% | -11.7% | -2.8% | -3.7%
Cc1ccc(C2=CC(c3ccccc3F)n3c(nc4ccccc43)N2)cc1C (configuration not stated)
  -6.7 | x | -7.3% | x | x | -20.6%
COC(=O)CNC(=O)c1cc(-c2ccncc2)nc2ccc(C)cc12
  3.7 | 22.3% | 4.2% | x | 5.9% | 0.0%
FC(F)(F)C1CC(c2cccs2)Nc2ncnn21 (configuration not stated)
  -16.0 | -4.5% | -9.9% | 4.6% | -2.2% | 2.8%
Cc1ccc(-n2ncc(C(=O)N3CCN(C4CCCCC4)CC3)c2C2CCN(C(=O)OC(C)(C)C)CC2)cc1
  6.4 | x | 27.0% | x | x | 0.2%
COC(=O)C1=C(C)N(C)C(=O)NC1c1ccsc1 (configuration not stated)
  -30.5 | -9.1%[2.29 µM] | -0.6% | 1.3% | 12.0% | -11.3%
O=C(NCCc1ccc(Cl)cc1)c1ccc(CS(=O)(=O)Cc2ccccc2F)o1
  -37.5 | x | 0.5% | x | x | -25.7%
COCCOC(=O)C1=C(C)NC(=O)NC1c1c(OC)ncnc1OC (configuration not stated)
  47.4 | -23.2% | -10.5% | 6.4% | 6.0% | 6.7%
Cc1ccc(S(=O)(=O)Cc2ccc(C(=O)N3CCN(c4ccc(F)cc4)CC3)o2)cc1
  u | 34.4% | -2.0% | 2.5% | -28.3% | 0.0%
COc1ccc(OC)c(CCNC(=O)c2ccc3c(=O)[nH]c4c(C(=O)NC(C)C)sc(=S)n4c3c2)c1
  6.3 | -28.8% | 2.9% | x | -1.6% | -4.9%
CCc1ccc2oc(C(=O)Nc3nc(-c4ccc(F)cc4)ns3)c(C)c2c1
  28.2 | x | 21.9% | x | x | 3.7%
O=C(COc1ccc2ccccc2c1)N1CCNCC1
  152.3 | -14.9% | 5.2% | x | 1.4% | -19.9%

Next section.
Values run as follows: HCMV antiviral | AmpC inh no detg | AmpC inh detg | Giardia FBPA inh | HCV inhibitor | Sm TGR inh
O=C(c1ccccc1)n1ccc(-c2cccs2)n1
  u | -20.8% | -5.1% | 3.1% | 20.1% | 6.4%
O=C(NC1CC1)c1cc2c(s1)-c1ccccc1OC2
  u | -18.6% | -8.8% | -18.9% | 11.2µM* | 0.1%
COc1ccccc1NS(=O)(=O)c1cn(C)c(C)n1
  -3.6 | x | 0.6% | x | x | 1.6%
CCc1ccc(-c2nn(-c3ccccc3C)cc2C(=O)N2CCN(C3CCS(=O)(=O)C3)CC2)cc1 (configuration not stated)
  30.8 | -8.7% | -4.0% | x | -1.0% | -2.2%
CC1CC(C)CN(C(=O)COC(=O)c2ccc(S(=O)(=O)N(C)c3ccccc3)cc2)C1 (configuration not stated)
  0.0 | 57.0% | x | x | -29.6% | x
COc1cccc(C(=O)NCCS(=O)(=O)N2CCOCC2)c1
  6.0 | 2.8% | 4.3% | x | 7.4% | 1.1%
COc1cccc(N2C(=O)C3CCCN3C2=S)c1 (configuration not stated)
  -9.1 | -16.4% | -6.5% | -0.2% | u | -9.0%
COc1ccc(C(=O)Nc2sc(C)c(C)c2CN2CC(C)OC(C)C2)cc1 (configuration not stated)
  -8.4 | -13.6% | -8.1% | 4.2% | 0.0% | -10.3%
N#CCSc1nnc(-c2ccc(F)cc2)n1N
  4.7 | -12.6% | 3.3% | -5.1% | 7.2% | 14.0%
COc1ccccc1N1CCN(/N=C/c2cccc(O)c2)CC1
  52.8 | -4.6% | 1.6% | 2.9% | 10.0% | -0.7%[57.1 µM]
NC(=O)c1nn(CC(=O)Nc2cccc(S(=O)(=O)N3CCCC3)c2)c(=O)c2ccccc12
  0.0 | -20.0% | 3.5% | x | 11.2µM* | -7.7%
Cc1cc(NC(=O)CSc2nnc(C)n2-c2ccccc2C)no1
  u | -12.2%[11.4 µM] | -4.9% | -2.5% | 11.8% | -8.1%
O=C(CCN1CCN(Cc2ccccc2)CC1)NNC(=O)Nc1cccc(Cl)c1
  16.4 | -25.1% | 6.7% | x | -9.7% | 5.3%

Structural class: the entries above with a cyano group (2)
Values run as follows: HCMV antiviral | AmpC inh no detg | AmpC inh detg | Giardia FBPA inh | HCV inhibitor | Sm TGR inh
N#Cc1cn(CC(=O)NCc2cccnc2)c2ccccc12
  -28.9 | -20.9% | -9.1% | -2.6% | 10.1% | 3.0%
N#CCSc1nnc(-c2ccc(F)cc2)n1N
  4.7 | -12.6% | 3.3% | -5.1% | 7.2% | 14.0%
